Screening results deposited in PubChem by Broad Institute.
ARNT-TACC3 inh: disrupts binding between human ARNT and TACC3. Q9Y6A5. AlphaScreen His-ARNT PAS-B/GST-TACC3 binding, luminescence; TACC3 fragment carries E629A point mutation. inhibition, % at 9.99 µM. actives 0.66% (n = 390,000). AID 623870;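 active = mean inhibition of replicates at least 50% and at least half of replicates each reaching 50%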;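 note: 0% = complete ARNT plus TACC3 wells and 100% = ARNT alone without TACC3; many hits fall short of the cut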
E-selectin induc: E-selectin induction on HUVECs; P16581; HUVEC E-selectin immunofluorescence imaging; normalized: neutral wells 0, TNF-alpha wells 100; activation, % at 7.58 µM; actives 0.37% (n = 260,000); AID 686992;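 active = mean E-selectin-positive cell signal at least 10% of the positive control, reached in at least 60% of replicates, without over 20% cell loss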;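 note: in these data hits start at about 27%; measured in HUVEC primary endothelial cells; signal is the percent of cells scored E-selectin positive by PE staining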
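material = human umbilical vein endothelial cells (HUVEC), E-selectin induction | quantity = 3,000 cells/well | medium = EGM-2 growth medium on 0.1% gelatin-coated wells | technique = immunofluorescence imaging | read-out basis = % PE-positive cells | control set = TNF-alpha positive control, DMSO neutral control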
PglD inh: blocks C. jejuni PglD acetyltransferase activity; actives 0.098% (n = 360,000); purified PglD enzyme, DTNB colorimetric CoA detection; inhibition, % at 12.5 µM; AID 602405; in the data active = inhibition above about 16%, passing the limit was not always enough; note: strong numbers were not always called active
esBAF inh: SWI/SNF esBAF complex inhibition. mouse ES cells, Bmi1-luciferase knock-in reporter, 24 h; 100% = twice the neutral-well signal. reporter increase, % at 12.5 µM. actives 2% (n = 350,000); in the data active = activation above about 40%;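 note: 0% = median of the plate's neutral control wells and 100% = double that signal; a rise in the Bmi1 reporter signal indicates esBAF inhibition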
RAD54 inh: blocks human RAD54 Holliday junction branch migration | Q92698 | FAM/BHQ fluorescence | inhibition, % at 10.4 µM | actives 0.14% (n = 360,000) | AID 602329;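 active = mean normalized replicate activity at least 40 and at least half of replicates scoring 40 or more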;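 note: 0% = median of neutral control wells and 100% = median of positive control wells; inhibitors cause a drop in the FAM fluorescence signal; in these data hits start at about 50%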
Target sequence (Q92698 whole entry, looked up): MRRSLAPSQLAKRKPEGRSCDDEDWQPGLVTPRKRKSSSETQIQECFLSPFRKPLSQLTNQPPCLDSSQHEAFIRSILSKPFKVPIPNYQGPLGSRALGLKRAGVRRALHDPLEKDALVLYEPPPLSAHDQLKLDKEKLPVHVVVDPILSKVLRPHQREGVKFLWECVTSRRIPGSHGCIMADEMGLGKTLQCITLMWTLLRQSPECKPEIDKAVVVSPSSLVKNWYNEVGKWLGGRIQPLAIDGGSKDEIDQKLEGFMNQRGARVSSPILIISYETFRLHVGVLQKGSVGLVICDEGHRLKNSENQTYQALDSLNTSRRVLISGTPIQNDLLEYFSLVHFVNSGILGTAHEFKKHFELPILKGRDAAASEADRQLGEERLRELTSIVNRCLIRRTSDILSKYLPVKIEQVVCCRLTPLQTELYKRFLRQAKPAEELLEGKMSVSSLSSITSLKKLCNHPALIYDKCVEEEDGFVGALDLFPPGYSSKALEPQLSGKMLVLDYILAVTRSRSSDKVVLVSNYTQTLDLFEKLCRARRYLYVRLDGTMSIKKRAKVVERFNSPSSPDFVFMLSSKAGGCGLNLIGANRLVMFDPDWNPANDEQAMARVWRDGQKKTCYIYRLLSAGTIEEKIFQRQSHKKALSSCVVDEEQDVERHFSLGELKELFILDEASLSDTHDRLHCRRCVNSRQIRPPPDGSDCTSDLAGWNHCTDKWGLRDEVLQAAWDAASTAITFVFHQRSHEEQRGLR
RAD52 inh: inhibitors of human RAD52 DNA annealing. recombinant RAD52 DNA annealing, FRET fluorescence. inhibition, % at 18.7 µM. actives 0.46% (n = 360,000). AID 651710;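 active = every replicate showing at least 50% inhibition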
ERp5 inh: inhibitors of human ERp5. ERp5 insulin aggregation, absorbance 650 nm, 90 min. inhibition, % at 9.99 µM. actives 0.05% (n = 350,000);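 active = mean replicate inhibition above about 25%, with every replicate also reaching it, limit read from the data, passing the limit was not always enough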
CASP6 VEID inh: blocks human caspase-6 cleavage activity | purified caspase-6, Z-VEID-R110 cleavage fluorescence | P55212 | inhibition, % at 12.5 µM | actives 0.53% (n = 350,000);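 active = mean inhibition across replicates at least about 35%, with every replicate also reaching that limit, limit read from the data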;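 note: 0% = median of neutral control wells and 100% = no fluorescence left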
Target sequence (P55212 24-179 limits assumed): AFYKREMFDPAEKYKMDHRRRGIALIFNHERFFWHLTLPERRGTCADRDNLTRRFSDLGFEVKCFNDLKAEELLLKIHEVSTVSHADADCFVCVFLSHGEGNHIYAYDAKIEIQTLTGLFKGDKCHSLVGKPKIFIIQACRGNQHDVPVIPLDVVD
Target sequence (P55212 194-293 limits assumed): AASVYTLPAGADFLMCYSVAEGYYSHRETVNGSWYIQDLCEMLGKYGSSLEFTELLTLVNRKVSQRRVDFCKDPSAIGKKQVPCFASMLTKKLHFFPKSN
The depositor's hits bear a star; x = no result given.

SMILES	ARNT-TACC3 inh	E-selectin induc	PglD inh	esBAF inh	RAD54 inh	RAD52 inh	ERp5 inh	CASP6 VEID inh
Cc1ccc(NC(=O)c2c(C)nn(-c3ccccc3)c2Cl)cc1	-8	-0.2	1	35	-4	4	2	-4
Cc1n[nH]c(=O)n1-c1ccc(OCc2ccccc2)cc1	-5	x	-2	44*	-1	-15	-13	0
C[C@@H]1CCCCO[C@H](CN(C)Cc2ccc3c(c2)OCO3)[C@@H](C)CN([C@H](C)CO)C(=O)c2cc(NC(=O)CCC(F)(F)F)ccc2O1	-44	0.2	1	-3	3	-9	1	0
Cc1cc(NS(=O)(=O)c2ccc(NC(=S)NC(=O)c3cccnc3)cc2)no1	0	x	x	x	x	-1	3	2
CC1C=NC(S(=O)(=O)N2CC[C@@H]3[C@H](CO)N(C)c4ccc(-c5ccc(F)cc5)cc4[C@@H]32)=N1 (some centres undefined)	-8	0.7	3	3	1	x	x	x
Cc1cnc([N+](=O)[O-])n1CCOC(=O)c1cccc(F)c1	-10	-0.4	3	-3	5	0	4	4
CC(C)CC#Cc1cnc2c(c1)C(=O)N([C@@H](C)CO)C[C@@H](C)[C@H](CN(C)C(=O)Cc1ccccc1)O2	7	0.2	-3	7	-3	8	-2	3
O=C(C1=C(O)C(=O)N(Cc2ccco2)C1c1cccc(Cl)c1)c1ccco1 (centres undefined)	x	-0.2	-4	-2	-2	-23	3	6
Cc1nn(C)c(C)c1CS(=O)(=O)c1ccccc1	-6	x	x	x	x	-12	6	-2
CC(=O)OCC(=O)C1(O)CCC2C3CC(C)C4=CC(=O)CCC4(C)C3C(O)CC21C (centres undefined)	-2	1.0	0	8	5	2	1	1
CC(C)N(C(=S)Nc1cccnc1)c1ccccc1	-6	x	-7	x	-15	-2	2	-3
CC(=O)c1cccc(NC(=O)NC2CC3CCCC(C2)N3CC(C)C)c1 (centres undefined)	-7	x	-3	1	-1	x	x	x
CCc1nnc(NC(=O)CN2C(=O)NC3(CC(C)CC(C)(C)C3)C2=O)s1 (centres undefined)	4	-0.1	2	3	9	-12	-2	1
COc1ccccc1Nc1nc2c(s1)CCC2	2	x	-1	7	-4	x	x	x
Cc1cc(=O)n(CCCO)c(O)c1C#N	23	x	-8	0	-35	x	x	x
CC(=O)NCc1ccc(C(=O)COC(=O)COc2ccc(Cl)c(C)c2)s1	0	-0.2	2	0	5	-19	-2	3
O=C(NCc1ccccn1)c1ccc(Cl)s1	4	x	-5	3	-6	-9	-7	-3
C[C@@H]1CN([C@H](C)CO)C(=O)c2c(c3ccccc3n2C)-c2ccccc2CO[C@H]1CN(C)C(=O)c1ccccc1	9	-0.1	2	-1	-14	9	0	-2
CCC(=O)Nc1ccc2c(c1)OC[C@H](C)N(C(=O)c1ccncc1)C[C@H](C)[C@H](OC)CN(C)C2=O	7	-0.5	-3	-3	-1	5	6	-2
COc1ccc(NC(=O)c2cc(-c3cc(Cl)ccc3O)n[nH]2)c(OC)c1	-10	0.0	5	-3	-4	2	2	-3
CCc1cc2c3c(c(=O)oc2cc1O)CCCC3	-4	x	2	-1	-2	x	x	x
O=C(Nc1ccc2c(c1)CCC2)c1cc2ccccc2o1	x	x	0	x	2	-8	16	-2
NC(=O)[C@@H]1CCCN1C(=O)c1ccc2nc(Cc3ccccc3F)oc2c1	7	-0.2	-1	9	1	-11	2	2
O=C(C[C@H]1CC[C@H]2[C@@H](COC[C@H](O)CN2Cc2ccc(Cl)cc2)O1)NCc1cccc(F)c1	5	0.3	3	-2	6	x	x	x
Cc1cnc2c(c1)C(=O)c1ccccc1-2	8	-0.2	6	10	2	-12	0	1
COc1cc(C(=O)Nc2nccs2)cc(OC)c1OC	-3	x	10	-14	-8	x	x	x
O=C(NCC[C@@H]1CC[C@H](NC(=O)C2CCCC2)[C@H](CO)O1)Nc1ccc(Cl)cc1	-7	-0.1	2	24	5	3	-5	1
O=S(=O)(c1ccc(F)c(Cl)c1)N1CCN(C/C=C/c2ccccc2)CC1	4	0.3	8	-5	8	-14	-11	-1
Cc1ccccc1Cn1cc(/C=N/n2cnnc2)c2ccccc21	-3	x	0	0	0	x	x	x
Nn1cnnc1N/N=C/c1ccccc1C(F)(F)F	-1	-0.3	-1	0	-6	-8	0	6
C=CCNC(=O)NC(=O)COC(=O)/C(C#N)=C/c1ccc(OC)cc1	-2	-1.3	x	x	x	-52	-2	1
Cn1cc(S(=O)(=O)N2CCOCC2)cc1C(=O)NCc1ccccc1Cl	0	x	5	-2	-5	-2	3	-1
CCC(=O)N1CCCC(C)(C(=O)Nc2nccc3ccccc23)C1 (centres undefined)	x	x	0	2	-8	-2	4	1
CCOP(=O)(OCC)C(C)(C)NC(=O)Nc1ccc(Cl)c(Cl)c1	-3	4.8	-1	-6	x	2	-2	-1
CCn1cc(S(=O)(=O)N2CCN(Cc3cccc(Cl)c3)CC2)cn1	0	x	x	x	x	-22	-10	-2
COc1ccc(CNC(=O)N2CCN(c3ccc(F)cc3)CC2)cc1Cl	2	0.7	x	x	x	-6	8	0
O=C(Nc1cc(S(=O)(=O)Nc2ccccc2F)ccc1Cl)c1ccc(F)cc1F	x	x	x	-4	x	-7	0	1
Cc1noc(C)c1S(=O)(=O)N(C)C[C@H]1Oc2ccc(NC(=O)CCC(F)(F)F)cc2CC(=O)N([C@@H](C)CO)C[C@@H]1C	0	5.6	4	-7	7	1	1	2
CCc1ccc(NC(=O)CSc2nc3ccsc3c(=O)n2CCCCCC(=O)O)cc1	-4	4.8	x	x	x	-15	3	0
CC(=O)N1CCCc2ccc(NS(=O)(=O)c3ccc(C)c(C)c3)cc21	0	x	-1	3	-4	-16	4	5
COc1ccc(C(=O)N/N=C(\C)CC(=O)Nc2ccc3ccccc3c2)c(OC)c1	-23	0.2	-3	4	-23	-8	6	-1
COc1cc(CNCCN(C)C)ccc1OCc1c(F)cccc1Cl	42	15	1	-8	2	15	-8	-17
Cc1c(CC(=O)NCCC(=O)O)c(=O)oc2cc3oc4c(c3cc12)CCCC4	-7	23	0	2	-2	2	3	18
C[C@@H]1CN([C@@H](C)CO)C(=O)c2cc(NC(=O)c3ccncc3)ccc2O[C@@H](C)CCCCO[C@@H]1CN(C)S(=O)(=O)c1cn(C)cn1	-8	0.5	-1	-3	-2	-8	-2	3
CCN(c1ccccc1)S(=O)(=O)c1ccc(OC)c(NC(=O)CN(C)C)c1	23	-0.6	x	-4	x	1	-6	6
O=C(O)c1cc2cc(Oc3ccccc3)ccc2[nH]1	-3	0.0	-1	2	-1	-12	0	0
C[C@@H]1CCCCO[C@@H](CN(C)CC2CCCCC2)[C@@H](C)CN([C@@H](C)CO)C(=O)c2cc(NC(=O)Nc3ccc(F)cc3)ccc2O1	-11	-0.1	-1	-6	2	12	-1	-1
CCc1c(C(=O)NC2CCCc3ccccc32)[nH]c(C)c1C(C)=O (centres undefined)	-1	x	0	-3	-19	-35	-4	1
Cc1ccc(S(=O)(=O)N(C)C[C@@H]2OCCCC[C@@H](C)Oc3ccc(NS(C)(=O)=O)cc3C(=O)N([C@@H](C)CO)C[C@H]2C)cc1	0	-0.3	3	2	-4	9	-1	1
CC(C)(C)C(=O)Nc1nnc(SCC(=O)NCc2ccco2)s1	-25	x	x	x	x	-26	0	6

One compound at a time, from the list above:
Profile of Cc1cnc2c(c1)C(=O)c1ccccc1-2 → ARNT-TACC3 inh = 8; E-selectin induc = -0.2; PglD inh = 6; esBAF inh = 10; RAD54 inh = 2; RAD52 inh = -12; ERp5 inh = 0; CASP6 VEID inh = 1
Profile of Cc1ccc(NC(=O)c2c(C)nn(-c3ccccc3)c2Cl)cc1 → ARNT-TACC3 inh = -8; E-selectin induc = -0.2; PglD inh = 1; esBAF inh = 35; RAD54 inh = -4; RAD52 inh = 4; ERp5 inh = 2; CASP6 VEID inh = -4

Next part.
SMILES	ARNT-TACC3 inh	E-selectin induc	PglD inh	esBAF inh	RAD54 inh	RAD52 inh	ERp5 inh	CASP6 VEID inh
O=C(NCc1ccc2c(c1)OCO2)c1ccc2c(c1)N(Cc1c(F)cccc1Cl)C(=O)CS2	2	-0.6	3	-1	-9	-50	-4	-2
Cc1ccc2nc(-c3ccccn3)c(NC3CCCC3)n2c1	61*	8.3	-5	-2	6	3	4	-1
CC(=O)Cc1ccccc1OCC(=O)O	-8	x	-4	6	-3	x	x	x
COc1cccc(C(C)NC(=O)Nc2ccccc2Cl)c1 (centres undefined)	-7	1.4	x	x	x	-12	2	0
COc1ccc(N2CCN(S(=O)(=O)c3c(C(=O)N4CCOCC4)c(C)n(C)c3C)CC2)cc1	4	x	3	3	-4	2	1	1
CC(C)C[C@H](NC(=O)c1nc[nH]c1C(=O)N1CCC(C)CC1)C(=O)OC(C)(C)C	1	0.1	-2	-5	-12	-47	1	-1
CCc1ccc([C@H]2C(C(=O)O)=C[C@@H](CC3CCCC3)N2S(=O)(=O)c2ccc(C)cc2)cc1	12	1.2	0	-6	12	-26	-5	10
CO[C@@H]1CN(C)C(=O)c2ccc(NC(=O)Nc3cc(F)ccc3F)cc2OC[C@H](C)NC[C@H]1C	-4	0.0	0	1	13	0	17	1
CCOc1cc(-c2c(C#N)c(N)nc3c2CCCC3)ccc1O	-2	x	1	-1	6	x	x	x
CCOC(=O)c1sc(NCC2CCCO2)nc1C (centres undefined)	-4	x	1	30	2	x	x	x
CCCOc1ccc(C2C(C(=O)c3ccco3)=C(O)C(=O)N2CCCn2ccnc2)cc1OC (centres undefined)	x	x	-3	4	-3	-34	1	-3
COc1ccc(-c2nn(-c3ccccc3)cc2C(=O)O)cc1N	x	x	10	0	-13	-37	-2	10
COc1cc(C(C)=O)ccc1OCc1cc(C(=O)N(C)CCC2CCCCO2)no1 (centres undefined)	0	-0.3	-3	51*	0	-36	-5	0
COc1ccc([C@H]2CC(=O)C=C(c3ccccc3OC)C2)cc1OC	8	-0.1	5	2	7	-2	-2	2
Cc1ccc(C)c(NC(=S)N2CCC(NC(=O)C3CCCCC3)CC2)c1	3	-0.1	-4	-3	-10	-5	0	11
COc1cccc(C2=CC(=O)C(C(C)(C)C)N2C(C)(C)C)c1 (centres undefined)	-14	-0.1	2	-9	-15	79*	-7	4
O=C(NC1CCCN(CCc2ccccc2)C1)c1c(F)cccc1F (centres undefined)	-3	x	-1	-12	-2	-8	5	0
C[C@H]1CN([C@@H](C)CO)C(=O)c2c(c3ccccc3n2C)-c2ccccc2CO[C@H]1CN(C)Cc1cccc(F)c1	x	0.0	-1	-7	11	-3	-2	3
CC(=O)c1cccc(NC(=O)CCc2nnc3ccc(N4CCN(C)CC4)nn23)c1	-4	0.0	-1	-7	-10	-15	17	0
Cn1c(=O)c2c(nc(OCc3cccnc3)n2Cc2c(F)cccc2Cl)n(C)c1=O	-4	x	1	-5	-15	x	x	x

Just CASP6 VEID inh, ARNT-TACC3 inh and E-selectin induc (three entries from above):
SMILES	CASP6 VEID inh	ARNT-TACC3 inh	E-selectin induc
CCc1nnc(NC(=O)CN2C(=O)NC3(CC(C)CC(C)(C)C3)C2=O)s1 (centres undefined)	1	4	-0.1
O=C(O)c1cc2cc(Oc3ccccc3)ccc2[nH]1	0	-3	0.0
CC(=O)N1CCCc2ccc(NS(=O)(=O)c3ccc(C)c(C)c3)cc21	5	0	x

(listing goes on)
SMILES	ARNT-TACC3 inh	E-selectin induc	PglD inh	esBAF inh	RAD54 inh	RAD52 inh	ERp5 inh	CASP6 VEID inh
CCOC(=O)C1CCN(c2nc(C)cc(C)c2C#N)CC1	-6	0.0	x	x	x	-8	9	x
CC(/C=C\c1ccccc1)=C/C(=O)O	-2	-0.2	x	x	x	-16	4	3
Cc1cccc(-c2nc(NCCN(C)C)c3ccccc3n2)c1	x	0.0	0	-4	38	16	3	-179
COc1ccc(N2C(=O)CC(N3CCN(c4ccccc4F)CC3)C2=O)cc1 (centres undefined)	1	x	5	2	10	-12	-4	2
CCOC(=O)c1c(S(=O)(=O)NCC(=O)Nc2cccc(C)n2)c(C)n(C)c1C	-8	x	-5	-5	0	2	1	4
CN(c1ccccc1)S(=O)(=O)c1cccc(C(=O)NCCCN2CCCC2=O)c1	0	0.1	0	-6	2	12	-4	-85
